# Kir21 block: Kir2.1 (mouse) channel inhibition; B-score at 10 µM; 0.85% of 310,000 active; AID 1672; HEK293-Kir2.1, FluxOR thallium flux fluorescence; active compounds read low;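 active = fluorescence ratio B-score at or below minus 3 SD of library scores, with starting-brightness B-score within 2 SD, cut at about -4.2 in these data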;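 also: channel flux triggered by added potassium and thallium sulfate stimulus; B-score of peak minus minimum fluorescence over baseline after thallium stimulus; more negative B-score means stronger Kir2.1 block with less thallium influx; some compounds called inactive have numbers as strong as hits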
# Target sequence (P35561 whole entry, looked up): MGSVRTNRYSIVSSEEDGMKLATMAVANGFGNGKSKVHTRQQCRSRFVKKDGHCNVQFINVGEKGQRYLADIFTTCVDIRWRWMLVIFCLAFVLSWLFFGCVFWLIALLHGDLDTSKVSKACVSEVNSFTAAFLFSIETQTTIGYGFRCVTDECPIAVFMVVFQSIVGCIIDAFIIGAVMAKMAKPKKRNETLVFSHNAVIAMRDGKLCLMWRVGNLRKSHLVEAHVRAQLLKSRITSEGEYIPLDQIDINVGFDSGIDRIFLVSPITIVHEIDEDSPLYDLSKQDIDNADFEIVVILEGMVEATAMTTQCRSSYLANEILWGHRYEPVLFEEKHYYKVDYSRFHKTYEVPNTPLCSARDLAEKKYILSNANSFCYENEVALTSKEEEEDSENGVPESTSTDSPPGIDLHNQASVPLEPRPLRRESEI
# KCNQ2 inh: KCNQ2 channel blockers in CHO-K1 cells – cell-based, FluxOR thallium flux, B-score, primary screen (AID 2156); 20 min; active compounds read low; B-score at 10 µM; O88943; 1.1% of 310,000 active;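 active = fluorescence ratio B-score at most minus 3 library SDs, with starting brightness B-score within 2 library SDs, cut at about -5.5 in these data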
# Numbers without * were called inactive; i = inactive.
Kir21 block	KCNQ2 inh	canonical_smiles
-0.77	i	CCOc1ccc(NC(=O)COC(=O)COc2cccc3c2OC(C)(C)C3)cc1
-1.8	i	O=S(=O)(NCc1ccccn1)c1ccc2ccccc2c1
-0.89	i	O=C(CSc1nc(-c2ccco2)cc(C(F)(F)F)n1)N1CCCc2ccccc21
-0.45	i	O=Cc1c(N2CCCCC2)nc2ccccn2c1=O
-0.54	i	Cc1ccc(C)n1NC(=O)c1ccccc1Cl
0.97	i	NC(=O)N/N=C/c1c(Sc2nnnn2-c2ccccc2)nc2ccccn2c1=O
1.6	i	CC(C)(C)Nc1nc(Cl)nc(Nc2ccccc2)n1
-0.01	i	Cc1ccc(C(=O)NC(C)c2nnc(SCC(=O)NC3CCCC3)n2C)cc1 (stereo not drawn)
0.1	i	CN(C)CCN(Cc1ccccc1)S(=O)(=O)c1ccc(-c2ccc(=O)[nH]n2)s1
-2.4	i	CC1CCN(C(=O)c2[nH]cnc2C(=O)N[C@@H](C)C(=O)OCc2ccccc2)CC1
-0.56	i	CCC1(C)Cc2c(sc3nnn(Cc4ccccc4Cl)c(=O)c23)CO1 (stereo not drawn)
-2.1	i	COc1cccc(CN(C)C(=O)c2csc3c2CCCC3)c1OC
-0.48	i	CCOC(=O)c1ccccc1NC(=O)COC
0.45	i	COc1ccc(OC)c(/C=N/NC(=O)C(=O)NCc2cccnc2)c1
1.9	i	O=C(CN1C(=O)NC(CCc2ccccc2)C1=O)NC1CC1 (stereo not drawn)
-0.23	i	O=C(Nc1ccc(Br)cc1)N1CCc2ccccc2C1
0.19	i	Cc1cc(N2CCC(C)CC2)c(F)cc1[N+](=O)[O-]
0.01	i	COc1ccc2c(c1OC)C(=O)N1N=C(c3ccccc3)CC21 (stereo not drawn)
0.25	i	CN(C)/N=C/c1cc(Cl)cc([N+](=O)[O-])c1O
1	i	Cc1ccc(NC(=O)c2sc3ncnc(N4CCN(c5ccccn5)CC4)c3c2C)c(C)c1
-2.3	i	CC(C)(Oc1ccc(Cl)cc1)C(=O)OCn1nnc2ccccc2c1=O
-0.74	i	N#C/C(=C\c1ccccc1)c1ccccn1
1.1	i	c1ccc(CN2CCN(c3nc4ccccc4c4ccccc34)CC2)cc1
-0.61	i	COc1cccc(-n2c(SCC(=O)NCC3CCCO3)nc3c(c2=O)SCC3)c1 (stereo not drawn)
0.07	i	O=C(NCCc1ccccc1)C1CC1
-0.96	i	O=C(Cn1nc(-c2ccccc2)c2ccccc2c1=O)Nc1cccnc1
-1.1	i	CC(=O)Nc1ccc(Nc2ccc(S(=O)(=O)C(F)(F)F)cc2[N+](=O)[O-])cc1
0.31	i	CCN1CCN(CC(O)COc2ccc(Cl)cc2)CC1 (stereo not drawn)
-1.3	i	Cn1cc(Cl)c(C(=O)Nc2cnn(Cc3ccc(F)cc3)c2)n1
-0.29	i	O=C1c2ccccc2CN1c1ccccc1
0.46	i	CCOC(=O)CSc1nc(C2CC2)cc(-c2ccc(F)cc2)c1C#N
2	i	CCN(C(=O)c1cccs1)C1CCS(=O)(=O)C1 (stereo not drawn)
-0.66	i	CCOC(=O)C1(Cc2ccc(O)cc2)NC(c2ccccc2F)C2C(=O)N(C)C(=O)C21 (stereo not drawn)
1.7	i	COc1ccc(/C(O)=C2/C(=O)C(=O)N(CCN(C)C)C2c2cccnc2)cc1OC (stereo not drawn)
0.73	i	Cc1cccc(OCC(=O)N(Cc2ccco2)C2CCS(=O)(=O)C2)c1 (stereo not drawn)
-0.32	i	CC1(C)CC(=O)C2=C(C1)N1CCCCC1CC2=O (stereo not drawn)
-0.34	i	CCn1cc(CN2N=C(C)CC2c2ccccc2)c(C)n1 (stereo not drawn)
-1.5	i	O=C(COc1cccc2ccccc12)Nc1cc(S(=O)(=O)N2CCOCC2)ccc1N1CCOCC1
-0.32	i	CC(=O)Nc1ccc(SCC(=O)Nc2oc(C)c3c(C)n[nH]c(=O)c23)cc1
-3.2	i	C=CCn1c(C(CC)CC)nc2ccccc21
-1.1	i	COC(Cc1n[nH]c(=S)n1-c1ccccc1)OC
1	i	COc1ccccc1NC(=O)CC(NC1CCCCC1)C(=O)O (stereo not drawn)
-1.1	i	Cc1cc(C)n(-c2ncc3c(n2)N(C)CCOC3=O)n1
1.2	i	CCc1ccc(NC(=O)CSc2nnnn2C)cc1
-0.45	i	COc1ccc(C(CNC(=O)C(=O)NC2CCCCC2)N2CCN(C)CC2)cc1 (stereo not drawn)
1.3	i	CCOC(=O)C1=C(C)NC(SCC(=O)O)=C(C#N)C1c1ccco1 (stereo not drawn)
-0.09	i	CCC(C)(C)n1nnnc1C(C(C)C)N(Cc1cccnc1)Cc1ccco1 (stereo not drawn)
3.2	i	NC(=O)CSc1ccc(Br)cc1
2.8	i	CCCCCC(C)n1[nH]c(=O)cc1N (stereo not drawn)
-0.02	i	CC1=CC(C)C(C(=O)O)C(C(=O)Nc2cccnc2)C1 (stereo not drawn)

# In another format: entries from further up.
molecule	Kir21 block	KCNQ2 inh
CCN1CCN(CC(O)COc2ccc(Cl)cc2)CC1 (stereo not drawn)	0.31	i
O=C(Cn1nc(-c2ccccc2)c2ccccc2c1=O)Nc1cccnc1	-0.96	i
COC(Cc1n[nH]c(=S)n1-c1ccccc1)OC	-1.1	i

# Reprinted at random: three entries already listed
Kir21 block	KCNQ2 inh	canonical_smiles
1.7	i	COc1ccc(/C(O)=C2/C(=O)C(=O)N(CCN(C)C)C2c2cccnc2)cc1OC (stereo not drawn)
-3.2	i	C=CCn1c(C(CC)CC)nc2ccccc21
1.3	i	CCOC(=O)C1=C(C)NC(SCC(=O)O)=C(C#N)C1c1ccco1 (stereo not drawn)

# Back to the main list, starting three compounds before the break.
Kir21 block	KCNQ2 inh	canonical_smiles
3.2	i	NC(=O)CSc1ccc(Br)cc1
2.8	i	CCCCCC(C)n1[nH]c(=O)cc1N (stereo not drawn)
-0.02	i	CC1=CC(C)C(C(=O)O)C(C(=O)Nc2cccnc2)C1 (stereo not drawn)
-1.2	i	O=[N+]([O-])c1ccccc1Oc1ccc(Cl)c2cccnc12
-0.16	i	O=S(O)OC1CS(=O)(=O)CC1c1ccccc1 (stereo not drawn)
-1.5	i	CCOc1cc2c(cc1OCC)C(c1ccc(OC)c(OC)c1)N(c1ccc(C(=O)O)cc1)C(=O)C2 (stereo not drawn)
-1.7	i	COC(=O)Nc1ccc(S(=O)(=O)N2CCCCC2)cc1
-0.03	i	CCc1ccccc1NC(=O)CCS(=O)(=O)c1ccc2c(c1)CCCN2C(C)=O
-0.09	i	COc1cc2ccccc2cc1C(=O)Nc1ccncc1
-1.2	i	CCOC(=O)/C=C/C(=O)Nc1ccc(S(=O)(=O)Nc2cc(C)on2)cc1
-0.95	i	Cc1ccc(NC(=O)Cc2ncon2)cc1Cl
-0.02	i	Cc1sc2ncnc(Sc3nnnn3-c3ccc(Cl)cc3)c2c1C
0.28	i	c1ccn2cc(-c3ccc4c(c3)OCCO4)nc2c1
4.4	i	CSc1nc(C)c2c(n1)N(c1ccc(C(F)(F)F)cc1)CC2
-0.79	i	CCC(C)NC(=O)CSc1nnc(-c2ccncc2)n1-c1ccc(OC)cc1 (stereo not drawn)
-0.07	i	C[C@@]12CCC3[C@@](CC[C@@H]4[C@](C)(C(=O)O)CCC[C@@]34C)(C[C@H]1O)C2 (stereo partly drawn)
1.8	i	CN(C)c1ccc(/C=[N+](\[O-])C2N(c3ccccc3)C(=S)SC2(C)C)cc1 (stereo not drawn)
-0.03	i	COc1cc(CCC(=O)OCC(=O)Nc2cccc(S(N)(=O)=O)c2)cc(OC)c1OC
0.76	i	CCOc1cc(/C=N\Nc2ncc(F)c(N3CCOCC3)n2)ccc1Oc1nc(Cl)ncc1F
-0.11	i	COCCCNC(=O)CN(c1cc(Cl)ccc1OC)S(=O)(=O)c1ccc(C)c([N+](=O)[O-])c1
-0.93	i	CC(=O)n1nc(-c2ccco2)nc1SCc1ccccc1
0.07	i	O=C(COc1ccccc1-c1ccccc1)NCc1cccc(Cl)c1
0.36	i	Cc1c(C(=O)NCc2ccoc2)oc2ccc3c(c12)C(=O)CC(C)(C)O3
-0.1	i	Cc1cc2oc(=O)cc(Cn3ncc(Cl)c(Cl)c3=O)c2cc1Cl
-4.4	i	CCN(CC(=O)NCc1ccc(Cl)cc1)C(=O)C(C)Sc1ccccc1 (stereo not drawn)
-1	i	COc1ccc(CN(C)Cc2cc(=O)n3ccsc3n2)c(OC)c1OC
-1.6	i	COc1ccc(/C=N/NC(=O)c2ccc(N(C)S(=O)(=O)c3ccccc3)cc2)cc1OC
-0.72	i	CCOc1ccc(/C=C/C(=O)Nc2cccc(C(C)=O)c2)cc1
0.08	i	COC(=O)C1=C(C)N(C)C(C)=C(C(=O)OC)C1c1ccsc1
0.34	i	COc1ccc(CNC(=O)CN(C(=O)c2snc(C(N)=O)c2N)c2ccc(OC)c(OC)c2)cc1
1.8	i	O=S(=O)(Nc1nc2ccccc2nc1-[n+]1cccc(N=C([O-])c2ccc(Cl)cc2)c1)c1ccccc1
0.48	i	CCc1ccccc1N1CC23C=CC(O2)C(C(=O)OC)C3C1=O (stereo not drawn)
-0.64	i	CCOC(=O)Nc1sc(C(=O)N(CC)CC)c(C)c1C(=O)OCC
-2.2	i	COc1ccccc1C(=O)NCc1nnc(SCC(=O)Nc2nccs2)n1C
0.09	i	O=C(c1ccc(Cl)cc1)N(Cc1ccco1)C1CCS(=O)(=O)C1 (stereo not drawn)
-0.11	i	CC(C)CC(=O)c1c[nH]c(C(=O)NCC2CCCO2)c1 (stereo not drawn)
-0.94	i	CC(C)c1nnc(NC(=O)CCC(=O)N2CCN(c3ccc(F)cc3)CC2)s1
0.78	i	c1nnc(NC2=NCCC2)s1
-1.1	i	CCn1c(CNS(=O)(=O)c2ccc(Br)cc2)n[nH]c1=S
-0.5	i	CC(C)=CC(=O)OCC(=O)Nc1cc(C)cc(C)c1
0.6	i	CCc1noc(C)c1C(=O)Nc1ccc(C(F)(F)F)cc1
-0.45	i	COCCCN1C(=O)C(=O)/C(=C(/O)c2ccc(OC(C)C)cc2)C1c1ccncc1 (stereo not drawn)
1.8	i	COc1ccc(Cl)cc1C(=O)NNC(=S)NC(=O)/C=C/c1ccco1
-0.47	i	COCc1nnc(NC(=O)c2ccccc2[N+](=O)[O-])s1
0.06	i	Cc1cc(C)n(-c2ccn(Cc3ccc(Cl)cc3Cl)c(=O)n2)n1
0.52	i	COc1ccc(C(=O)/C=C/Nc2ccc([N+](=O)[O-])cc2C)c(OC)c1
-1	i	CCOC(=O)N1CCN(C(=S)NC(=O)C2CCCC2)CC1
1.1	i	Cc1nc(Nc2ccc(F)cc2)nc(Nc2ccc(F)cc2)c1[N+](=O)[O-]
0.9	i	Cc1ccc(OCCC(=O)NNC(=O)c2cc(C)oc2C)cc1
0.03	i	O=C(Nc1nccs1)c1ccc(Br)s1
0	i	Cc1onc(-c2c(F)cccc2Cl)c1C(=O)Nc1nnc(-c2ccccc2)s1
1.3	i	N#CC1(P(=O)(c2ccccc2)c2ccccc2)CC1
1.4	i	Cc1ccc(C(=O)NNC(=O)c2ccccc2-n2cccc2)cc1

# Following part:
Kir21 block	KCNQ2 inh	canonical_smiles
-1.3	i	COC(=O)c1cccc(NC(=S)Nc2ccccc2Cl)c1
0.12	i	Cc1c(Cl)cccc1NC(CC(=O)c1ccccc1)C(=O)OCC(=O)c1cccs1 (stereo not drawn)
0.54	i	CCc1nc2ccc(C(=O)N3CCN(c4ccc(Cl)cc4)CC3)cc2nc1CC
-0.62	i	COc1ccc(-c2ccc(CNCc3ccccn3)o2)cc1Cl
1.2	i	Cc1ccc(C(=O)CSc2ncn[nH]2)cc1
0.32	i	CCN(CC)CC(O)Cn1c(-c2ccccc2Cl)nc2ccccc21 (stereo not drawn)
-0.21	i	CN(Cc1ccccc1)C(=O)COC(=O)c1cc(-c2ccc(Cl)s2)nc2ccccc12
-0.43	i	CCN1c2ccccc2-c2nc3ccccc3n2C1c1cccs1 (stereo not drawn)
-2.6	i	CCn1nnc2cc(C(=O)O)ccc21
0.68	i	NC(=O)NC(=O)COC(=O)/C=C/c1cccs1
0.71	i	c1ccc(-n2nc3ccccc3n2)cc1
2.3	i	C#CCNC(=O)C1=C[C@H](c2csc3ccccc23)[C@@H](CCCO)[C@H](OCC)O1
2.2	i	Cc1cc(C)nc(Nc2ccc(N3CCCC3)cc2)n1
-0.67	i	CCCNC(=O)COC(=O)CCC(=O)c1cccs1
0.36	i	COc1ccc(S(=O)(=O)N(C)CC(=O)Nc2ccccc2C(F)(F)F)cc1Cl
1.1	i	Cc1cc(C)nc(NC(=O)Nc2ccccc2C(F)(F)F)n1
0.03	i	CCCCn1c(N)c(N(CC)C(=O)c2c(CC)noc2C)c(=O)[nH]c1=O
-0.95	i	Cc1ccn(CC(=O)NC2CC(C)(C)Cc3c2cnn3-c2ccc(F)cc2)n1 (stereo not drawn)
-1.8	i	Cc1cccc(C)c1NC(=S)N(c1ccccc1)C(C)C
1.2	i	Cc1ccc(C(=O)Cn2nc(C(=O)O)c3ccccc3c2=O)cc1C
-0.22	i	Fc1ccc(-c2cc(C(F)(F)F)n3ncnc3n2)cc1
-1.1	i	O=[N+]([O-])c1cc(/C=N/n2cnnc2)ccc1N1CCCC1
-0.2	i	COc1cccc(C(=O)NCCSc2ccc(F)cc2)c1

# Sorted by length of the SMILES (descending): some entries from above
Kir21 block	KCNQ2 inh	canonical_smiles
0.32	i	CCN(CC)CC(O)Cn1c(-c2ccccc2Cl)nc2ccccc21 (stereo not drawn)
-0.62	i	COc1ccc(-c2ccc(CNCc3ccccn3)o2)cc1Cl
-0.67	i	CCCNC(=O)COC(=O)CCC(=O)c1cccs1
